ABCB1 block: ABCB1 efflux pump inhibitors, primary screen, cell-based, multiplex, flow cytometry, ABCG2 counter-screen; CCRF-Adr cells, JC-1 efflux; inhibition, % at 6.6 µM; actives 0.067% (n = 190,000); in the data active means inhibition above about 40%;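 further: 0% = vehicle and 100% = reference inhibitor; higher value means more JC-1 retained so stronger ABCB1 efflux block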
Target sequence (P08183 whole entry, looked up): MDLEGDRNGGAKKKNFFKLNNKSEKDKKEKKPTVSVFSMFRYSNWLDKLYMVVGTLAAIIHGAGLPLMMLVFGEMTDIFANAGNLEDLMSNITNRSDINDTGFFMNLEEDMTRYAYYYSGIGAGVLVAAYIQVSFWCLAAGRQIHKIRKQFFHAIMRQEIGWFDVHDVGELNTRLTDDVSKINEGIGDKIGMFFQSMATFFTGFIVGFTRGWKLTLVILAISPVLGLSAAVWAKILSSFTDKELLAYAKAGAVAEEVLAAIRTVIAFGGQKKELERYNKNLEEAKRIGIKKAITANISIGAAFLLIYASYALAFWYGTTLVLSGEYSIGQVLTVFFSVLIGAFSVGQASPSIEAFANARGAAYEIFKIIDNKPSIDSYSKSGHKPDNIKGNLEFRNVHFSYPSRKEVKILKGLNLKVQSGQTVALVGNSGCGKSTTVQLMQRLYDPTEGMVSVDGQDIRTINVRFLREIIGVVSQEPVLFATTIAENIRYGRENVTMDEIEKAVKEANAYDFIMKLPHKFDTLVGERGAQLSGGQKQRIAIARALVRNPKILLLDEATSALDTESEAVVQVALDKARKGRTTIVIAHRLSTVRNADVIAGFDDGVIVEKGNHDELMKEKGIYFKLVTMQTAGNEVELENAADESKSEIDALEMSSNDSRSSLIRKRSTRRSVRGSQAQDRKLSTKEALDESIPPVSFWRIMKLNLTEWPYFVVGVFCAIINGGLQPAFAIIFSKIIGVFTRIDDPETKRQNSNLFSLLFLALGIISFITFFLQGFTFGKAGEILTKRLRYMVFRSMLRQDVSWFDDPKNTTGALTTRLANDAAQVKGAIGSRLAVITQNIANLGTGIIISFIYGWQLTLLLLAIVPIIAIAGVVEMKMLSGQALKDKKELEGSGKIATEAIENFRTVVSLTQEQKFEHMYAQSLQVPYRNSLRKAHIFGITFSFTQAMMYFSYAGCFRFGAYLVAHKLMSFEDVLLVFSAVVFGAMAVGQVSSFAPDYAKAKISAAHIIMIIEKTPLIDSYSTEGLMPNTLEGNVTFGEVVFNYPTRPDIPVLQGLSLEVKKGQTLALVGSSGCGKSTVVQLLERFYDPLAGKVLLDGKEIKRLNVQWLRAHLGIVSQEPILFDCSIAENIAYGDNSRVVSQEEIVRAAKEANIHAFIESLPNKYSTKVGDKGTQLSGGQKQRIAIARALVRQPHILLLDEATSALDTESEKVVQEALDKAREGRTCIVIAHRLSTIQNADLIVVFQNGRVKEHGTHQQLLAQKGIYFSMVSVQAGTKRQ
ABCG2 block: ABCG2 efflux pump inhibitors, primary screen, multiplex with ABCB1, IgMXP3 cells, flow cytometry; Broad substrate specificity ATP-binding cassette transporter ABCG2 (Homo sapiens), Q9UNQ0; AID 1325, 2008; actives 0.1% (n = 190,000); inhibition, % at 6.6 µM; JC-1 efflux;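 active means inhibition above 80%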;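 further: 0% = DMSO and 100% = nicardipine control wells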
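Test system: IgMXP3 (ABCG2) plus far-red-tagged CCRF-Adr (ABCB1) cells / Amount: 3 million cells/mL in well / Reagent: JC-1 transporter substrate / Timing: 10 min compound exposure, 25 °C / Signal: flow cytometry, 530 nm JC-1 signal / Read-out: percent efflux inhibition, scaled nicardipine 100% to DMSO 0% / Benchmarks: nicardipine as high control, DMSO as low control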
Cdc42 wt: modulators of GTP binding to wildtype Cdc42, primary screen, biochemical, multiplex bead flow cytometry, Bodipy-GTP | Cell division control protein 42 homolog (Homo sapiens), P60953 | AID 761, 2007 | percent activity (GTP binding), % at 10 µM | GST-Cdc42 beads; actives lie on both sides | actives 0.2% (n = 190,000);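 active means percent activity GTP binding at least 20 points away from the 100% baseline, either down as inhibitor or up as activator; inconclusive means compound flagged as likely green fluorescent from well-wide comparison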;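 further: median bead fluorescence of bound Bodipy-FL-GTP at 100 nM; 0% = excess unlabeled GTP control and 100% = no compound control; below 100% means less GTP binding so inhibitor and above means activator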
Rac1 wt modul: wildtype Rac1 GTP binding modulators, primary screen, biochemical, GST-Rac1 beads, flow cytometry, multiplex | AID 757, 2007 | Ras-related C3 botulinum toxin substrate 1 (Homo sapiens), P63000 | GTP binding activity (% of control), % at 10 µM | fluorescent GTP binding; actives lie on both sides; 0 = cold GTP competed, 100 = untreated | actives 0.27% (n = 190,000);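 active means GTP binding activity at least 20 points away from the 100% control level, either lower or higher; inconclusive means compound flagged as likely green fluorescent, judged across all proteins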
Rab7 wt modul: modulators of GTP binding to Rab7, primary screen, biochemical, wildtype, multiplex bead flow cytometry; Rab7 GTPase wild type (dog), Bodipy-FL-GTP binding; GST-Rab7 beads, fluorescent GTP binding; actives lie on both sides; untreated = 100%, excess cold GTP = 0%; GTP binding activity (percent of control), % at 10 µM; actives 0.055% (n = 190,000); AID 758, 2007;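 active means fluorescent GTP binding to Rab7 beads changed by at least 20 points from the 100% baseline, either direction, mostly lower; inconclusive means compound itself probably fluorescent, or too few beads counted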;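 further: median green fluorescence of bound Bodipy-FL-GTP per Rab7 bead population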
HRas wt GTP bind: modulators of GTP binding to HRas wildtype, primary screen, biochemical, bead-based flow cytometry, multiplex; GTPase HRas (Homo sapiens), P01112; GST-Ras wt beads, Bodipy-FL-GTP binding; actives lie on both sides; GTP binding activity, % at 10 µM; actives 0.14% (n = 190,000);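 active means GTP binding activity at least 20% away from the 100% baseline, either lowered as inhibitor or raised as activator; inconclusive means flagged as likely green fluorescent, judged across all proteins in the well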;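 further: 0% = unlabeled GTP competition control and 100% = no-compound control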
Mcl1-Noxa inh: Mcl-1/Noxa binding inhibitors, primary screen, biochemical, TR-FRET, 1536-well | Induced myeloid leukemia cell differentiation protein Mcl-1 (Homo sapiens), Q07820 | TR-FRET Mcl-1/Noxa peptide binding, 2 h | inhibition, % at 21.7 µM | actives 1.5% (n = 220,000) | AID 1022, 2008;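 active means compounds that cut the protein-peptide binding signal by more than 50% relative to plate controls in a single-dose test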;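 further: His-tagged Mcl-1 with rhodamine Noxa BH3 peptide and terbium anti-His antibody; 0% = Mcl-1 plus Noxa peptide wells and 100% = peptide-only wells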
Avidin bead fluor: green autofluorescence of compounds with avidin beads – biophysical, 488/530 nm, flow cytometry, artefact control, profiling panel; compound fluorescence 488/530 nm; stronger effect = higher value; fluorescence (KMESF) at 10 µM; actives 0.38% (n = 220,000); AID 1775, 2009; in the data active means fluorescence above about 47; further: inactives centre near 10
Rab2A wt mod: modulators of GTP binding to Rab2A wildtype, primary screen, biochemical, dog, bead-based flow cytometry, multiplex; Ras-related protein Rab-2A (Canis lupus familiaris), P61105; GST-Rab2 wt beads, Bodipy-GTP binding; GTP binding activity, % at 10 µM; actives 0.19% (n = 190,000); AID 760, 2007;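 active means GTP binding activity at least 20 points away from 100%, either lowered or raised; inconclusive means signal likely due to the compound's own green fluorescence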;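 further: 0% = beads with excess unlabeled GTP and 100% = no-compound control corrected for plate trend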
Pf gametocyte: late stage P. falciparum gametocyte viability inhibitors, primary screen, ATP luminescence, HTS. actives 0.065% (n = 150,000). AID 743093, 2013. P. falciparum stage V gametocytes, 24 h. inhibition, % at 10.9 µM;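 active means inhibition above the mean plus 3 SD of compounds within the control limits, set per campaign, cut at about 38% in these data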;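 further: 0% = DMSO wells and 100% = medium only without gametocytes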
Rac1 mut GTP: GTP binding modulators of activated mutant Rac1, primary screen, biochemical, bead-based flow cytometry, multiplex, fluorescent GTP. GST-Rac1 activated beads; actives lie on both sides; 100% means binding = to untreated wells. AID 764, 2007. actives 0.11% (n = 190,000). percent activity (GTP binding), % at 10 µM. Ras-related C3 botulinum toxin substrate 1 (Homo sapiens), P63000;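 active means GTP binding at least 20 percentage points away from the 100% baseline, in either direction, so actives lie on both sides; inconclusive means Compound likely fluorescent itself, or too few beads counted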
Active calls of the source: *; ? = inconclusive; nt = not tested or not shown; & = joins results of further samples.

SMILES	ABCB1 block	ABCG2 block	Cdc42 wt	Rac1 wt modul	Rab7 wt modul	HRas wt GTP bind	Mcl1-Noxa inh	Avidin bead fluor	Rab2A wt mod	Pf gametocyte	Rac1 mut GTP
C=CCn1c(=O)/c(=C2/Sc3ccccc3N2CC)s/c1=C1/C(=O)NN=C1C	0.1	2	102	101	100	98	4	12	101	nt	103
COc1ccc(Br)cc1C1SCCN1S(C)(=O)=O (stereo unspecified)	0.8	2	101	103	100	103	12	16	100	-12	97
O=C(/C=C/Nc1ccccc1OC(F)(F)F)C(F)(F)F	0.1	1	98	100	100	98	-1	5	97	3	96
CCOn1c(=O)c(-c2cc3ccccc3o2)[n+]([O-])c2ccccc21	1.0	15	99	98	96	96	12	11	97	nt	98
CC1CCN(C(=S)NCCc2ccccc2)CC1	-0.4	7	99	105	102	101	-12	14	100	-10	96
CCC(C(=O)NC1CCCC1)N(C(=O)Cn1nnc(-c2cccs2)n1)c1cnc2ccccc2c1 (stereo unspecified)	4.5	2	102	104	96	99	23	3	97	nt	97
CC1(C(=O)O)CCC(C(=O)NC2CCCCCC2)C1(C)C (stereo unspecified)	0.1	4	94	93	92	95	3	37	91	nt	94
CC(NC(=O)CCN1N=C(c2ccccc2)CCC1=O)c1ccc2c(c1)OCCO2 (stereo unspecified)	0.5	11	104	104	98	98	17	7	99	nt	99
CC1Cc2ccccc2N1C(=O)CSc1ncc(-c2ccc(F)cc2)n1C (stereo unspecified)	1.1	11	106	108	100	101	10	9	100	-9	99
Cc1cccc(CSc2ncnc3nc[nH]c23)c1	0.1	1	97	99	97	98	18	6	98	nt	97
Cc1cc(C)n(-c2cc(C(=O)O)cc(C(=O)O)c2)n1	0.5	1	95	96	96	94	-4	7	96	-18	95
CCN(CC)CCCNC(=O)C1c2ccccc2C(=O)N(C)C1c1ccc(OC)cc1 (stereo unspecified)	0.3	2	99	95	97	99	3	11	95	nt	92
Cc1cc(C)nc(NS(=O)(=O)c2ccc(NC(=O)c3cccs3)cc2)n1	0.5	3	98	93	95	95	8	30	96	18	93
CC(C)OC(=O)CCCN1C(=O)c2ccc(N)cc2C1=O	1.1	6	103	102	102	102	9	19	100	-5	99
COc1cccc(-n2c(SCC(=O)N3CCc4ccccc43)nnc2-c2c[nH]c3ccccc23)c1	0.3	9	105	110	101	103	5	5	104	nt	99
OC(COc1ccccc1)Cn1cc(Br)cn1 (stereo unspecified)	0.5	1	93	95	94	96	-2	1	93	nt	92
CC(C)n1nnnc1-c1cc(Cl)cc(Cl)c1	2.4	10	100	98	97	101	-14	8	99	nt	98
CC(=O)N1CCc2cc(S(=O)(=O)NC(CC(C)C)C(=O)Nc3cc(C(=O)O)ccc3C)ccc21 (stereo unspecified)	-0.2	0	102	103	99	100	10	16	99	nt	100
COc1ccc(-c2nn(-c3ccccc3C)cc2CNC(C)c2cn(C)nc2C)cc1F (stereo unspecified)	1.3	1	100	103	99	99	36	9	100	-11	99
COc1ccccc1Nc1nc(-c2ccccc2)nc2ccccc12	0.3	-2	91	96	102	97	1	6	97	16	97

The final 2 compounds of the part above are carried over, then new ones follow.
SMILES	ABCB1 block	ABCG2 block	Cdc42 wt	Rac1 wt modul	Rab7 wt modul	HRas wt GTP bind	Mcl1-Noxa inh	Avidin bead fluor	Rab2A wt mod	Pf gametocyte	Rac1 mut GTP
COc1ccc(-c2nn(-c3ccccc3C)cc2CNC(C)c2cn(C)nc2C)cc1F (stereo unspecified)	1.3	1	100	103	99	99	36	9	100	-11	99
COc1ccccc1Nc1nc(-c2ccccc2)nc2ccccc12	0.3	-2	91	96	102	97	1	6	97	16	97
NC1=NC(=O)/C(=C/c2c(OS(=O)(=O)c3ccc(Cl)cc3)ccc3ccccc23)S1	0.5	-1	99	103	102	99	36	10	98	-1	96
Cc1nn(-c2ccccc2)c2c1C1(C(=O)N(C)c3ccccc31)N(c1ccccc1)C(=O)N2 (stereo unspecified)	1.3	7	103	104	102	100	-15	14	103	nt	99
Cc1csc(NC(=O)CN(C)S(=O)(=O)c2cccc3cccnc23)n1	0.1	2	101	106	99	100	-4	7	102	nt	100
CCn1nnnc1NCc1c(OC)ccc2ccccc12	0.0	19	95	98	104	98	9	11	96	12	97
CCN1C(=O)N(CC)C2NC(=S)NC21 (stereo unspecified)	0.2	0	101	100	97	100	1	11	100	-8	97
O=C1CN=C(Nc2ccccc2Cl)N1Cc1ccc2c(c1)OCO2	0.2	0	?	?	?	?	22	8	?	15	?
COc1cccc(NC(=O)C(NCC(C)(C)CN(C)C)c2ccccc2)c1 (stereo unspecified)	0.7	2	102	107	104	102	35	41	101	nt	101
Cc1nc(SCCCSc2n[nH]c(C)n2)n[nH]1	0.5	1	102	106	98	101	11	7	99	nt	98
CCOC(=O)c1c(C)n(C)c2cc(-c3cccc(C(F)(F)F)c3)c(O)cc12	0.0	12	100	103	100	99	-3	5	97	-2	97
O=C(NC1CCC(C(=O)O)CC1)OCc1ccccc1 (stereo unspecified)	0.3&0.4	1&2	106	105	99&101	101	6&2	5&14	101&102	26	101&95
CCOc1ccc(S(=O)(=O)NCCCN2CCCC2=O)cc1	-0.1	-1	95	95	89	97	14	10	98	2	96
CC1(C)Cc2c(sc3c2c(=N)n(Cc2ccco2)c(=O)n3CC(=O)Nc2cccc(Cl)c2)CO1	0.0	-1	96	96	97	98	-14	9	95	28	94
CS(=O)(=O)N1N=C(c2cccs2)CC1c1ccccc1F (stereo unspecified)	1.2	4	98	99	103	96	7	7	97	1	97
CCCCn1nc2cc(C(=O)NCc3ccco3)ccc2c1OCC	0.1	3	104	104	97	103	31	8	103	nt	101
CC(=O)N(Cc1ccc(F)cc1)Cc1nc2ccccc2c(=O)[nH]1	0.6	1	99	103	110	103	-9	10	103	-1	102
O=C(c1ccc(S(=O)(=O)N2CCOCC2)cc1)N(c1ccccc1)C1C=CS(=O)(=O)C1 (stereo unspecified)	0.2	2	101	97	100	100	29	38	98	nt	99
CSCCC(NC(=O)/C(=C\c1ccc(Cl)cc1)NC(=O)c1ccccc1)C(=O)O (stereo unspecified)	-0.1	-4	94	103	99	96	3	9	98	-6	93
COc1ccc(/C=N/NC(=O)c2nn(-c3ccccc3)c(=O)c3c(N)scc23)cc1	-0.1	0	91	90	97	90	55*	nt	90	0	92
Cc1cccc(C)c1NC(=S)N1CCCN(Cc2ccc(F)cc2)C1	0.7	3	100	101	101	100	-9	15	102	-29	100
COc1cccc(N/N=C(\C#N)S(=O)(=O)C(C)(C)C)c1	0.3	4	97	101	98	99	18	25	97	18	97
COc1ccc(CNC(=O)CCCc2ccccc2)cc1	0.3	1	102	104	105	103	9	7	103	3	101
CCN(CC)C(=O)Cn1cnc2sc(C(=O)Nc3cc(OC)c(OC)c(OC)c3)c(C)c2c1=O	-0.2	0	98	100	97	99	-5	13	97	nt	97
O=C(NCc1ccncc1)Nc1cccc([N+](=O)[O-])c1	-0.2	5	96	98	98	97	18	6	97	5	94
CCC(NC(=S)NCc1ccccc1)C(=O)O (stereo unspecified)	-0.1	0	104	106	100	101	15	10	101	nt	98
COc1ccc(Br)cc1S(=O)(=O)n1ccnc1C	0.9	2	97	99	97	94	33	13	96	-37	95
CCOc1c2ccc(C(=O)NCc3ccc4c(c3)OCO4)cc2nn1C	0.8	6	101	101	102	100	3	9	100	-1	98
Cc1n[nH]c(C)c1S(=O)(=O)N1CCCC(C(=O)NC2CCCc3ccccc32)C1 (stereo unspecified)	-2.8	-4	104	105	105	104	-2	7	103	nt	103
O=C(Nc1cnn(Cc2ccc(F)cc2)c1)c1cc(-c2cccs2)on1	0.3	2	97	98	97	98	16	2	97	nt	95
O=C(CN1CC(=O)Oc2ccccc21)OCC(=O)c1ccc(F)cc1	-0.7	-1	89	95	94	92	-42	18	92	3	93
Cn1c(SCC(=O)Nc2cccnc2)nnc1-c1ccccc1F	0.4	1	94	93	87	91	6	27	93	nt	94
C=CCn1c(SCC(=O)Nc2ccccc2)nnc1-c1cccc(S(=O)(=O)N2CCOCC2)c1	0.5	3	97	94	94	97	9	13	94	-2	93
CCC(C)Cn1c(C(C)C)nc2ccccc21 (stereo unspecified)	0.2	-1	89	97	95	92	8	9	88	-4	93
CN1CCN(/N=C/c2ccc(N(C)c3ccccc3)cc2)CC1	0.9	17	102	99	99	97	26	11	96	5	95
CN1CCN(C(CNS(=O)(=O)c2cccs2)c2cccnc2)CC1 (stereo unspecified)	0.2	1	97	100	93	96	10	0	96	nt	94
O=[N+]([O-])c1cccc(-c2noc(COc3ccccc3)n2)c1	1.5	14	96	101	100	99	11	9	96	12	97
COc1cccc(CNc2ccc(F)c(Cl)c2)c1OC	0.1	3	98	100	96	97	24	5	96	4	99
O=C(NCc1ccccc1)C(c1ccccc1)N(C(=O)c1csnn1)C1CC1 (stereo unspecified)	-0.1	-1	96	97	97	96	13	11	96	-23	95
COc1cc(C(=O)NCCc2cn3ccc(C)cc3n2)cc(OC)c1OC	0.3	2	101	101	100	99	26	6	100	nt	98
O=C(c1ccccc1-c1ccccc1)N1CCN(c2ccccn2)CC1	2.3	2	103	102	105	104	-3	11	105	nt	100
Cn1c(=O)n(Cc2ccccc2)c(=O)c2c1nc1n2CCS1	0.5	3	104	105	104	102	17	6	102	nt	100
Cc1occc1C(=O)NCCCc1ccccc1	0.2	2	99	101	97	98	29	22	100	nt	98
Cc1ccccc1CC1(CO)CCCN(C(=O)c2ccc(F)cc2)C1 (stereo unspecified)	1.0	2	99	101	104	98	11	8	100	-22	97
